PDI turbidity: inhibitors of human PDI, primary screen, biochemical, turbidity, single point, plate reader; PDI insulin aggregation turbidity, A650, 90 min; inhibition, % at 10 µM; 350,000 compounds, 0.052% hits;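 active = mean inhibition across replicates of 30% or more, whatever share of single replicates reach that level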;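 also: absorbance from insulin aggregation driven by PDI reduction with DTT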
Target sequence (P07237 whole entry, looked up): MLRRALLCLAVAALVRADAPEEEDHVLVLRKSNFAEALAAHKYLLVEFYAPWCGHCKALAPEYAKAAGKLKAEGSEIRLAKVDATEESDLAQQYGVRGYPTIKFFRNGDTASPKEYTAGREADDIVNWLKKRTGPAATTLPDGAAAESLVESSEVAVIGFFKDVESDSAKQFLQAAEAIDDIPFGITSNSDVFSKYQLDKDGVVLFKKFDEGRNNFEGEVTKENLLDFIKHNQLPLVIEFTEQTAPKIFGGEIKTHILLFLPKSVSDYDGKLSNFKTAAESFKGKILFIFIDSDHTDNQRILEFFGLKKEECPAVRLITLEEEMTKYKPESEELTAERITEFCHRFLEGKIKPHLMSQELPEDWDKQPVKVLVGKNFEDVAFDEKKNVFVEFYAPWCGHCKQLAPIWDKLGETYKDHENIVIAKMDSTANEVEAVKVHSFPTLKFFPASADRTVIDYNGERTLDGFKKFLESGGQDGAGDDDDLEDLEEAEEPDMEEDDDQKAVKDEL
Vif imaging: HIV Vif self-association inhibitors, primary screen, imaging, HEK293T, single point. HEK293T cells, Vif self-association by quenched fluorescence, 24 h. inhibition, % at 7.49 µM. 340,000 compounds, 0.35% hits; in the data active = inhibition above about 50%, passing the limit was not always enough; also: some results filed as inactive read as strong as hits
Shn3 inh set2: reduction of Shn3 3'UTR firefly luciferase signal, primary screen, Schnurri-3 inhibitor project, cell-based, Clone20 osteoblasts, set 2 | Clone20 osteoblast Shn3 3'UTR firefly luciferase, 24 h | inhibition, % at 12.5 µM | 360,000 compounds, 0.52% hits | AID 588674, 2011;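 active = mean inhibition of at least 75% with every replicate also reaching 75%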;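 also: 0% = median of neutral control wells and 100% = pilot-screen positive control compound; some compounds past the cut are filed as inactive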
NR2E3 ag-1: inhibitors of NR2E3-RetCOR corepressor binding, primary screen, NR2E3 agonist project, biochemical, TR-FRET, GST-NR2E3, biotin-RetCOR. Photoreceptor-specific nuclear receptor (Homo sapiens), Q9Y5X4. 1536-well. inhibition of corepressor binding, % at 4.78 µM. 320,000 compounds, 0.12% hits. AID 2300, 2010;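 active = percent inhibition above the cutoff of mean plus 3 SD of all tested compounds, set per screening campaign, cut at about 20% in these data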;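 also: 0% = DMSO wells and 100% = biotin wells as full block of FRET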
Target sequence (Q9Y5X4 whole entry, looked up): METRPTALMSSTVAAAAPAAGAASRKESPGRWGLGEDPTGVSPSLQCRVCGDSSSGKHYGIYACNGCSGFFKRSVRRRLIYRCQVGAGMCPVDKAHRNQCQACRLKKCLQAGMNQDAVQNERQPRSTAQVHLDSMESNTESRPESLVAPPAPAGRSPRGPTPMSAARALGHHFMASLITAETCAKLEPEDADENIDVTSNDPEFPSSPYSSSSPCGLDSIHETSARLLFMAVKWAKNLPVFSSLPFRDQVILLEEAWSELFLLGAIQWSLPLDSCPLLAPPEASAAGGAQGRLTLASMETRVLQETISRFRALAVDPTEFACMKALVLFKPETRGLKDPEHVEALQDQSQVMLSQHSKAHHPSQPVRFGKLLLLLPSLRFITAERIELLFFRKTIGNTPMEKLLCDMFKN
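Test system: GST-NR2E3 and biotin-RetCOR proteins | Quantity: 1.35 nM GST-tagged NR2E3 final | Medium: Tris pH 7.5 | Also added: 7 nM biotin-RetCOR | Dosing: Compound at 4.8 µM, single dose | Timing: 5 h at 4 °C | Detection: Time-resolved FRET | Read-out basis: Percent inhibition | Benchmarks: Biotin wells as high control, 0.6% DMSO wells as low control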
CaV13 FRET inh: Primary screen for inhibitors of IQ motif and Ca2+-dependent inactivation inhibitor domain binding in CACNA1D, Förster resonance energy transfer in living cells, …. HEK cells, CFP/YFP FRET ICDI-IQ, plate reader, 10 min; percent FRET-ratio fall versus neutral wells. inhibition, % at 12.3 µM. 340,000 compounds, 0.098% hits;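 active = mean replicate inhibition of at least 30% and at least 1% of replicates passing that level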;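 also: 0% = median of the neutral control wells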
NR2E3 ag-2: NR2E3 agonists in two-hybrid cells, primary screen, cell-based, luminescence, CHO-S, Gal4-NCOR/VP16-NR2E3; 360,000 compounds, 0.35% hits; luciferase; AID 602229, 2012; inhibition of corepressor binding, % at 3.98 µM;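 active = inhibition above the mean of all tested compounds plus 3 SD, cut at about 70% in these data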;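 also: 0% = DMSO with NR2E3 transfected cells and 100% = cells lacking NR2E3 construct; higher means lower luciferase signal from less NR2E3 corepressor binding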
HIF-2a block: HIF-2a reporter inhibitors, primary screen, luminescence, 786-0 RCC cells. 786-0 RCC cells HIF-2a reporter, luciferase luminescence, overnight. 360,000 compounds, 0.72% hits. inhibition, % at 18.8 µM;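 active = inhibition of the luminescence signal of 40% or more relative to plate controls, in a single-dose primary screen at 18.75 µM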
Peg3 promoter: Peg3 promoter-driven luciferase inhibitors, primary screen, cell-based, HeLa, luciferase luminescence; 360,000 compounds, 1.7% hits; inhibition, % at 20 µM; HeLa PEG-Prom luciferase reporter, overnight;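 active = inhibition of at least 50% at 20 µM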
KKLEB tox: cytotoxicity in KKLEB CF airway cells, primary screen, cytotoxicity control for CF NF-kB inhibitor project, cell-based, uHTS, fluorescence assay plates. 360,000 compounds, 0.36% hits. activity change (cytotoxicity), % at 5 µM. AID 602141, 2011. KKLEB CF airway cells viability, ATPlite luminescence, overnight; hits give low values; cells stimulated with P. aeruginosa culture filtrate;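 active = corrected activity change at or below -50% at 5 µM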
MITF TRPM1 inh: inhibitors of MITF-dependent TRPM1 promoter reporter, primary screen, cell-based, SK-MEL-5, single point, luciferase | SK-MEL-5 TRPM1 promoter luciferase, 24 h | inhibition, % at 12.5 µM | 330,000 compounds, 0.83% hits;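 active = mean inhibition across replicates of 60% or more, whatever share of single replicates reaches that level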; also: values of inactives mirror those of a sister screen read the other way
CF NFkB inh: inhibitors of PAF-induced NF-kB signaling, primary screen, cell-based, GFP fluorescence, uHTS; KKLEB NF-kB-GFP reporter, GFP fluorescence overnight; inhibition, % at 5 µM; 360,000 compounds, 0.86% hits; AID 588850, 2011;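 active = at least 50% inhibition at 5 µM, scaled per plate between neutral and stimulator controls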;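 also: PAF is a Pseudomonas aeruginosa culture filtrate used as stimulus; plate controls were PAF-stimulated DMSO wells for no effect and unstimulated DMSO wells for full effect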
The depositor's hits bear a star; / = not tested or not shown.

item	SMILES	PDI turbidity	Vif imaging	Shn3 inh set2	NR2E3 ag-1	CaV13 FRET inh	NR2E3 ag-2
1	CS(=O)(=O)N1CCc2cc(C(=O)Nc3ccccc3)ccc21	-1	4	-3	-4	-7	-58
2	CC1CC(C)CN(CCCNC(=O)c2ccc3nc(N4CCOCC4)sc3c2)C1 (configuration not stated)	-16	9	-6	5	-6	2
3	CN(C)CC(O)COc1cc2ccccc2cc1C(=O)N1CCCCC1 (configuration not stated)	2	-21	-1	-2	-6	2
4	CN(C)c1ccc(-c2ccnc3c2CC(C)(C(=O)NCc2ccccc2)O3)cc1 (configuration not stated)	6	0	17	/	-12	-11
5	CCN(CC)CCOc1cccc(C(C)C)c1	-7	4	0	0	-5	-25
6	O=C(CSc1nncs1)N1c2ccccc2Sc2ccccc21	-5	-5	16	1	-5	1
7	C#CCSc1ncc(S(=O)(=O)c2ccccc2)c(=O)[nH]1	1	0	-27	-2	-5	-4
8	Cc1cccc(C(=O)NN/C=C/C(=O)c2ccccc2)c1	2	19	-11	1	-7	-9
9	CCOC(=O)C1=CCCN(S(=O)(=O)c2ccc(C)cc2)C1	/	/	2	/	-10	-2
10	O=C(CCCN1C(=O)[C@H]2CC=CC[C@H]2C1=O)NCc1nc(-c2ccccc2)no1	3	-4	8	1	-17	-24

item	HIF-2a block	Peg3 promoter	KKLEB tox	MITF TRPM1 inh	CF NFkB inh
1	-218	-203	-4	-50	2
2	7	-10	-10	/	18
3	18	8	2	-3	8
4	8	18	-5	/	-8
5	2	15	-3	8	5
6	7	29	11	3	15
7	13	5	3	4	-22
8	-21	5	0	-2	-5
9	1	2	-3	/	-36
10	3	-18	6	5	-13

Next part (three carried over from the part before).
item	SMILES	PDI turbidity	Vif imaging	Shn3 inh set2	NR2E3 ag-1	CaV13 FRET inh	NR2E3 ag-2
8	Cc1cccc(C(=O)NN/C=C/C(=O)c2ccccc2)c1	2	19	-11	1	-7	-9
9	CCOC(=O)C1=CCCN(S(=O)(=O)c2ccc(C)cc2)C1	/	/	2	/	-10	-2
10	O=C(CCCN1C(=O)[C@H]2CC=CC[C@H]2C1=O)NCc1nc(-c2ccccc2)no1	3	-4	8	1	-17	-24
11	Cc1ccc(CN(C)C(=O)c2ccc(S(=O)(=O)N(C)c3ccccc3)cc2)o1	-1	-2	-5	/	-2	-22
12	CN(Cc1cccnc1)C(=O)c1cc(COc2ccc3c(c2)CCCC3)on1	4	-19	46	2	-8	12
13	Cc1ccc2oc3nc(C)c(C(=O)O)cc3c(=O)c2c1	6	0	-29	0	/	-47
14	CC(=O)c1ccc(-c2ccc(C(=O)N3CCN(c4ccc(F)cc4)CC3)o2)cc1	-1	3	-5	3	-5	-42
15	CCNC(=O)CC1C(=O)N(c2ccc(F)cc2)C(=O)N1Cc1cccs1 (configuration not stated)	5	-3	-10	-3	1	23
16	Cc1cccc(NC(=O)c2ccc(S(=O)(=O)N3CCCC3)cc2)c1C	-2	-27	2	3	-3	5
17	O=C(Nc1ccc2c(c1)OCCO2)C(=S)NCc1ccccc1	3	10	8	-3	/	-110
18	O=C(COc1ccccc1Cl)N1CCN(c2ccc([N+](=O)[O-])c(N3CCOCC3)c2)CC1	-4	/	27	4	/	-6
19	O=C(CN1CCOCC1)Nc1ncc(Cc2ccccc2Cl)s1	-2	1	4	-1	-5	-25
20	O=C(CSCc1c(F)cccc1Cl)Nc1ccccc1C(=O)N1CCOCC1	0	-5	-4	0	-3	1

item	HIF-2a block	Peg3 promoter	KKLEB tox	MITF TRPM1 inh	CF NFkB inh
8	-21	5	0	-2	-5
9	1	2	-3	/	-36
10	3	-18	6	5	-13
11	19	11	-4	-3	10
12	-228	-253	-6	-66	26
13	-60	-108	5	8	3
14	-79	-50	2	-4	-11
15	16	8	13	-3	-17
16	14	8	2	0	8
17	-263	-272	5	-9	4
18	-15	10	8	13	2
19	-34	-2	-8	-9	12
20	5	14	-8	4	-2

Remaining list, next part.
item	SMILES	PDI turbidity	Vif imaging	Shn3 inh set2	NR2E3 ag-1	CaV13 FRET inh	NR2E3 ag-2
21	CCc1ccccc1NC(=O)CSc1nc2ccccc2nc1N1CCOCC1	/	/	-4	2	-6	7
22	COC(=O)c1ccc2[nH]ccc2c1	-1	-3	1	3	-6	-9
23	COc1ccc(Cl)cc1NC(=O)c1ocnc1C	-1	-13	-8	9	-6	10
24	COc1cccc(Nc2ncccc2C(=O)O)c1	7	-2	-10	1	-9	-75
25	CCOCC(=O)Nc1ccc(S(=O)(=O)N2CCC(c3nc4ccccc4[nH]3)CC2)cc1	-6	5	-12	3	-5	-19
26	Oc1ccc(Cl)cc1CNc1cccc2cccnc12	2	-7	-28	1	-2	-5
27	CCOC(=O)N/N=C/C(Cl)=C/c1ccccc1	5	-4	-51	-3	-8	-37
28	CCOc1ccccc1NC(=O)c1cccc(S(=O)(=O)N(Cc2ccccc2)c2ccccc2OC)c1	-2	6	34	-1	-5	-28
29	CCOC(=O)c1cn(Cc2cccc(Cl)c2)nn1	-14	0	-15	4	-5	-13
30	COc1ccc(C(=O)OCCOc2cccc(Cl)c2)cc1S(=O)(=O)N1CCOCC1	-3	-3	13	0	-6	-15

item	HIF-2a block	Peg3 promoter	KKLEB tox	MITF TRPM1 inh	CF NFkB inh
21	18	8	1	/	10
22	-56	-84	1	-15	-3
23	2	-17	8	3	-19
24	-127	-67	6	-20	5
25	8	13	2	5	-9
26	11	26	12	59	14
27	-245	-236	4	-72	-11
28	18	14	-9	9	16
29	9	-12	5	-9	4
30	4	8	-4	-15	17

Some values from the list.
COc1ccc(C(=O)OCCOc2cccc(Cl)c2)cc1S(=O)(=O)N1CCOCC1 in NR2E3 ag-2: -15
CCOc1ccccc1NC(=O)c1cccc(S(=O)(=O)N(Cc2ccccc2)c2ccccc2OC)c1 in Shn3 inh set2: 34
COC(=O)c1ccc2[nH]ccc2c1 in CF NFkB inh: -3
CCc1ccccc1NC(=O)CSc1nc2ccccc2nc1N1CCOCC1 in CF NFkB inh: 10
Oc1ccc(Cl)cc1CNc1cccc2cccnc12 in NR2E3 ag-1: 1

Next section:
item	SMILES	PDI turbidity	Vif imaging	Shn3 inh set2	NR2E3 ag-1	CaV13 FRET inh	NR2E3 ag-2
31	CCC(C)c1ccc(NC(=O)c2cnn3c(C(F)F)cc(C)nc23)cc1 (configuration not stated)	0	-1	8	1	1	-26
32	CNC(=O)c1sc(-c2cccs2)nc1C	2	17	-9	-2	10	-4
33	O=C(CCSc1ccccn1)c1ccccc1	16	-2	-25	6	0	-4
34	O=C(O)CNc1nc(-c2ccccc2)nc2ccccc12	8	-2	7	3	-7	-10
35	COC(=O)CC(=O)N1CCN(c2ccc(Cl)c(Cl)c2)CC1	2	2	0	-1	1	2
36	Cc1oc(-c2ccccc2Cl)nc1Cn1cccc1C1=NC(c2ccccc2)CO1 (configuration not stated)	-2	-3	8	-1	-5	-10
37	CCCNC(=O)c1ccc(OC)cc1OC	-10	8	1	-2	-3	3
38	CC(=O)Nc1ccc(NC(=O)c2sc(-c3ccccc3)nc2C)cc1	-3	/	19	-1	-3	-27
39	CS(=O)(=O)c1ccc(Cl)c(NC(=O)COC(=O)CNC(=O)c2sc3ccccc3c2Cl)c1	-4	20	10	3	-4	-19
40	Cn1cc(C(=O)NCN2CCCCC2)c2ccccc21	3	18	12	1	-4	-13

item	HIF-2a block	Peg3 promoter	KKLEB tox	MITF TRPM1 inh	CF NFkB inh
31	9	2	6	7	-5
32	-62	-27	0	-11	-2
33	-13	-10	4	4	-5
34	-7	10	0	14	3
35	-1	5	2	-9	-11
36	-21	16	3	12	10
37	13	-6	-5	6	-1
38	-10	-3	0	-8	2
39	-9	5	-12	6	6
40	6	8	5	2	-13

Following part:
item	SMILES	PDI turbidity	Vif imaging	Shn3 inh set2	NR2E3 ag-1	CaV13 FRET inh	NR2E3 ag-2
41	O=C(Nc1nccs1)c1cn2ccccc2n1	1	3	-29	1	-15	-133
42	Cc1nc2ccccc2n1C(=O)c1ccccc1[N+](=O)[O-]	-1	-3	-13	0	-3	-16
43	Cc1cc(OCc2cccc(S(=O)(=O)N3CCOCC3)c2)ccc1Cl	-7	-1	25	4	-2	19
44	Cc1ccc(S(=O)(=O)N2CCCCC2)cc1NC(=O)CSc1ncn[nH]1	5	-2	-4	2	-4	-12
45	CCCN1C2CCCC1CC(NC(=O)c1ccccc1Br)C2 (configuration not stated)	-7	4	2	0	-2	-15

item	HIF-2a block	Peg3 promoter	KKLEB tox	MITF TRPM1 inh	CF NFkB inh
41	-102	-70	2	-11	13
42	17	15	4	5	-9
43	-24	13	30	-2	-14
44	8	-1	13	16	10
45	19	12	0	-5	18

Screening data: PubChem, several laboratories
